# NR2E3 ag-1: human photoreceptor-specific nuclear receptor agonism | Q9Y5X4 | CHO-S Gal4-NCOR/VP16-NR2E3 two-hybrid, luciferase | inhibition of corepressor binding, % at 3.98 µM | 0.35% of 360,000 active | AID 602229;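 active = inhibition above the mean of all tested compounds plus 3 SD, cut at about 70% in these data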;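 note: 0% = DMSO with NR2E3 transfected cells and 100% = cells lacking NR2E3 construct; higher means lower luciferase signal from less NR2E3 corepressor binding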
# Target sequence (Q9Y5X4 whole entry, looked up, the tested form may be a part): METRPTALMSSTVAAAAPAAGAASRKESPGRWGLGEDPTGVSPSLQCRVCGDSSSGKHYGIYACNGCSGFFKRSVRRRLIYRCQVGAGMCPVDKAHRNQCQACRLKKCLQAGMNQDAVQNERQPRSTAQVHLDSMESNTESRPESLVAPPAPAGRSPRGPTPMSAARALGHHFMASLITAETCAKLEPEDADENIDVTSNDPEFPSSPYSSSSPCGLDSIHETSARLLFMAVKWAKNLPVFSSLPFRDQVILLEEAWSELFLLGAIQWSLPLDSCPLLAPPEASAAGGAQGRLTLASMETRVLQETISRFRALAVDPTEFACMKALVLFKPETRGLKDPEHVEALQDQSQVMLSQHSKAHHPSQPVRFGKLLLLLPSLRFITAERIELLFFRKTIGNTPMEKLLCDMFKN
# Vif inh: blocks HIV Vif function. 0.35% of 340,000 active. HEK293T cells, Vif self-association by quenched fluorescence, imaging, 24 h. inhibition, % at 7.49 µM; in the data active = inhibition above about 50%, passing the limit was not always enough; note: some results filed as inactive read as strong as hits
# PDI turbidity: blocks human protein disulfide isomerase activity; AID 588391; PDI insulin aggregation turbidity, A650, 90 min; inhibition, % at 10 µM; 0.052% of 350,000 active; P07237;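 active = mean inhibition across replicates of 30% or more, whatever share of single replicates reach that level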;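 note: absorbance from insulin aggregation driven by PDI reduction with DTT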
# Target sequence (P07237 whole entry, looked up): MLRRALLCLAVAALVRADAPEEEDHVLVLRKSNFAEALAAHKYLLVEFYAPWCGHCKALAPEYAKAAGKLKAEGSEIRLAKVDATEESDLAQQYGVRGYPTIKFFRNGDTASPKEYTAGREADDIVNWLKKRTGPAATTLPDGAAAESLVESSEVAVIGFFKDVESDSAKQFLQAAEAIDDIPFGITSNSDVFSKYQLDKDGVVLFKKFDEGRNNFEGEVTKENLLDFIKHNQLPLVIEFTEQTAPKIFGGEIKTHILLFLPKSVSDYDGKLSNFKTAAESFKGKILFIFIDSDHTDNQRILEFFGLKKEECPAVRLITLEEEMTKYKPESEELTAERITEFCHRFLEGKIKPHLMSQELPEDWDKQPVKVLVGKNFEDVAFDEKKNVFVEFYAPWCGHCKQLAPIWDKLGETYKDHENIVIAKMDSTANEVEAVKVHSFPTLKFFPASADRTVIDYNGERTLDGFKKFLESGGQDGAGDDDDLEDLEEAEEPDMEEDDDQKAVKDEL
# NR2E3 ag-2: agonists of human nuclear receptor NR2E3 | Q9Y5X4 | GST-NR2E3/biotin-RetCOR TR-FRET, 1536-well | inhibition of corepressor binding, % at 4.78 µM | 0.12% of 320,000 active | AID 2300;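 active = percent inhibition above the cutoff of mean plus 3 SD of all tested compounds, set per screening campaign, cut at about 20% in these data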;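 note: 0% = DMSO wells and 100% = biotin wells as full block of FRET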
#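 Material: NR2E3–RetCOR corepressor complex / Incubation: Compound–protein incubation for 5 h at 4 °C / Dosing: compound at 4.8 µM, single dose / Detection: time-resolved FRET / Benchmarks: high control biotin, low control 0.6% DMSO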
# aDG glyco up: alpha-DG glycosylation activation; activation, % at 10 µM; Pro5-aDG cells, alpha-DG glycosylation AlphaScreen (IIH6); 0% Pro5, 100% B10-LARGE cell signal; 0.22% of 360,000 active;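 active = activation of at least 8% versus controls, or a plate z-score of at least 8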;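 note: Pro5 are CHO cells carrying HIG-tagged alpha-DG that lacks glycosylation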
# TRPM1 prom inh: MITF TRPM1 promoter inhibition in SK-MEL-5 cells; inhibition, % at 12.5 µM; SK-MEL-5 TRPM1 promoter luciferase, 24 h; AID 488899; 0.83% of 330,000 active;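 active = mean inhibition across replicates of 60% or more, whatever share of single replicates reaches that level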; note: values of inactives mirror those of a sister screen read the other way
# iPSC survival up: hiPSC single-cell survival enhancement; AID 602274; 0.044% of 360,000 active; survival enhancement, % at 20 µM; ATPlite luminescence; 100% = ROCK inhibitor wells, 0% = DMSO; in the data active = survival enhancement above about 18%;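 note: cells exposed to compounds for 16 hours before the ATP read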
# CaV13 FRET inh: Primary screen for inhibitors of IQ motif and Ca2+-dependent inactivation inhibitor domain binding in CACNA1D, Förster resonance energy transfer in living cells, … | HEK cells, CFP/YFP FRET ICDI-IQ, plate reader, 10 min; percent FRET-ratio fall versus neutral wells | 0.098% of 340,000 active | inhibition, % at 12.3 µM;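 active = mean replicate inhibition of at least 30% and at least 1% of replicates passing that level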;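 note: 0% = median of the neutral control wells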
# HIF-2a inh: HIF-2a inhibition; 786-0 RCC cells HIF-2a reporter, luciferase luminescence, overnight; inhibition, % at 18.8 µM; 0.72% of 360,000 active;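 active = inhibition of the luminescence signal of 40% or more relative to plate controls, in a single-dose primary screen at 18.75 µM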
# Exocytosis inh: blocks lytic granule exocytosis; TALL-104 LAMP-1 surface exposure, flow cytometry; cells stimulated with thapsigargin and PMA; inhibition, % at 10 µM; 0.66% of 360,000 active;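 active = inhibition above about 55%, limit read from the data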
# Peg3 prom inh: inhibitors of Peg3 promoter; HeLa PEG-Prom luciferase reporter, luminescence, overnight; inhibition, % at 20 µM; 1.7% of 360,000 active; AID 588405;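 active = inhibition of at least 50% at 20 µM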
# Starred values were filed as active, the others as inactive; x = no result given.
structure	NR2E3 ag-1	Vif inh	PDI turbidity	NR2E3 ag-2	aDG glyco up	TRPM1 prom inh	iPSC survival up	CaV13 FRET inh	HIF-2a inh	Exocytosis inh	Peg3 prom inh
CC1(C)CC2CC(C)(CN2C(=O)COC(=O)c2ccc(Cl)c(N)c2)C1 (configuration not stated)	-31	-9	3	2	0.2	-5	-0.2	-7	14	-1	4
CCC(=O)c1c[nH]c(C(=O)NCCCn2ccnc2)c1	-33	-6	6	4	-0.2	10	-0.4	-2	7	2	6
CCN(CCCNC(=O)CNC(=O)Cn1cnc2ccccc2c1=O)c1cccc(C)c1	-4	-3	1	-2	-0.2	10	7.8	2	13	5	8
O=C(CSc1ncc(-c2ccc(F)cc2)n1Cc1ccco1)Nc1nccs1	-39	-9	1	3	1.1	-5	2.5	-4	19	2	25
Cc1cc(Cl)cc(C)c1OCCCCN1CCOCC1	7	-6	1	3	-0.1	0	-1.9	-8	-4	0	-8
CCN(CC)CCCNC(=O)c1cc(-c2ccc(Cl)c(Cl)c2)on1	4	6	-2	2	2.7	12	-2.8	-6	-72	5	7
O=C(c1cc2cc([N+](=O)[O-])ccc2s1)N1CCCCC1	-51	8	5	-2	-0.1	-28	-0.7	1	-135	-2	-90
CCc1cc(-c2nnn(CCC3COCCO3)c2CC)ccc1-c1cn(CCc2c[nH]c3ccccc23)nn1 (configuration not stated)	16	-2	-4	x	0.6	x	-2.2	-5	34	3	-3
CCOc1ccc(C(=O)OCC(=O)Nc2cccc(S(=O)(=O)N3CCCC3)c2)cc1	-11	0	0	1	0.1	-3	-0.1	-5	-7	-6	-10
CCN(CC)c1ccc(NC(=O)CN2CCN(c3ccc(F)cc3)CC2)cc1	-26	-3	5	1	-0.4	14	1.6	-4	10	-1	12
CC(C)OC(=O)CSc1ncnc2c1cnn2-c1ccccc1	-9	-6	10	2	-0.1	-16	-3.4	-9	-7	-7	-40
Fc1ccc(C2=CC(c3ccco3)n3ncnc3N2)cc1 (configuration not stated)	-1	6	-4	-2	0.1	13	-1.5	x	23	-3	16

# The list continues:
structure	NR2E3 ag-1	Vif inh	PDI turbidity	NR2E3 ag-2	aDG glyco up	TRPM1 prom inh	iPSC survival up	CaV13 FRET inh	HIF-2a inh	Exocytosis inh	Peg3 prom inh
CC(=O)Nc1ccc2c(c1)CCCC2	-39	-6	-3	0	-0.1	-2	0.9	5	-6	-5	-4
Cc1ccc(S(=O)(=O)N2c3ccccc3OCC2c2ccccc2)cc1 (configuration not stated)	-10	-10	8	2	0.1	7	4.1	x	11	10	34
CC(=O)Nc1cccc(OCC(=O)NCCC2=CCCCC2)c1	-16	-4	-10	-2	-0.3	-8	-0.4	-6	-49	95*	0
Cn1cc(Cl)cc(C(=O)Nc2ccccc2)c1=O	-40	3	-6	4	0.0	-45	-0.8	-21	-245	1	-196
COC(=O)c1ccc(C(=O)OC)c(NC(=S)N2CCN(C)CC2)c1	-10	-1	0	1	-0.5	1	-0.6	-1	11	6	7
Cc1nc(C)c(NC(=O)OC(C)C)cc1NC(=O)OC(C)C	14	2	-18	-1	0.1	-9	0.0	-6	14	-1	0
N#Cc1c(N)n[nH]c1-c1cc2c([nH]1)CCCC2	13	-16	-2	4	-0.1	-12	-1.3	-3	-34	-1	-64
COc1cc(CC(=O)OCC(=O)N2CCCCC2C)cc(OC)c1OC (configuration not stated)	-21	43	-5	-1	0.1	x	0.1	-4	12	1	2
O=C(Nc1nc2ccc([N+](=O)[O-])cc2s1)c1ccncc1	-54	-12	-4	-3	-0.1	-63	-0.4	1	-281	4	-162
Cc1ccc(NC(=O)N/C=C/c2ccco2)cc1C	-38	-2	-1	-1	0.0	-3	-1.6	-5	-5	-4	-22
CCCCNCc1ccc(SC)cc1	-12	5	-3	3	0.3	3	2.0	-5	1	4	7
CCN(CC)C(=O)CC(c1ccc(OC)cc1)c1c(OC)cc(OC)c2ccc(=O)oc12 (configuration not stated)	-28	-11	1	4	0.0	-6	4.1	-12	0	-4	-6

# Continuation:
structure	NR2E3 ag-1	Vif inh	PDI turbidity	NR2E3 ag-2	aDG glyco up	TRPM1 prom inh	iPSC survival up	CaV13 FRET inh	HIF-2a inh	Exocytosis inh	Peg3 prom inh
CCN(CC(=O)NCc1ccccn1)S(=O)(=O)c1ccc(OC)cc1	-29	-13	17	-1	0.0	0	0.3	-3	6	8	5
COc1ccc(CN2C(=O)c3cccnc3C2=O)cc1S(=O)(=O)N1CCOc2ccccc21	-17	2	-6	3	0.1	15	-0.4	-4	7	-1	-1
COc1cc2c(cc1OC)C(C)N(S(=O)(=O)c1cn(C)cn1)CC2 (configuration not stated)	0	2	10	1	-0.1	x	-0.6	-6	17	-6	2
O=C(CSc1nc2ccccc2c(=O)n1CCCO)Nc1ccc2c(c1)OCCO2	-12	6	-1	x	-0.1	-4	0.2	-2	-18	2	-16
O=S(=O)(N/N=C/c1cccc(OC2CSC2)c1)c1ccccc1	-21	-13	1	-2	-0.2	-7	-0.3	-5	29	-1	19
CC(=O)Nc1ccc(OC(=O)Cc2ccc(Cl)cc2)cc1	6	5	-5	0	-0.1	-5	-0.4	-5	19	-18	-28
Cc1oc(-c2cccs2)nc1CN1CC[C@@](O)(c2ccccc2)[C@H]2CCCC[C@@H]21	-3	3	4	-2	0.6	-1	-1.6	-5	13	2	26
COc1ccc(Cl)cc1C(=O)C1CCCN(Cc2cnc(N3CCOCC3)s2)C1 (configuration not stated)	11	-17	5	3	0.4	11	0.8	-7	13	0	11
CC1CC(Nc2ccccc2)=CC(=O)O1 (configuration not stated)	-21	4	-2	2	0.0	10	1.0	-5	18	-1	11
O=C(NCC(O)c1ccccc1)c1ccccc1 (configuration not stated)	-114	21	1	-3	-0.1	-54	-0.5	-4	-173	6	-177
O=C(NC1CCCCC1)C(c1ccccc1F)N(Cc1ccco1)C(=O)c1ccccn1 (configuration not stated)	0	5	3	-4	-0.1	-7	-0.3	-5	8	-2	11
O=C(CSc1nc2nccnc2c(=O)n1Cc1cccs1)Nc1ccccc1	6	0	0	0	0.0	-2	-0.7	-2	-8	-9	6

# Following part:
structure	NR2E3 ag-1	Vif inh	PDI turbidity	NR2E3 ag-2	aDG glyco up	TRPM1 prom inh	iPSC survival up	CaV13 FRET inh	HIF-2a inh	Exocytosis inh	Peg3 prom inh
c1ccc(-c2nc3c(ccc4ccccc43)[nH]2)nc1	-31	-15	3	2	1.4	-15	-2.7	x	-189	-2	-308
CCc1noc(C)c1C(=O)NNC(=O)COc1ccccc1C	-10	18	1	2	0.5	2	1.7	-2	2	4	13
CSCCC(NC(=O)COc1ccccc1)C(=O)NCCOc1ccc(C)cc1 (configuration not stated)	7	-5	-6	x	-0.3	3	0.0	-3	7	12	5
O=C(CCCc1ccccc1)NCc1ccc2c(c1)OCO2	-21	4	1	x	-0.1	6	0.7	-5	1	-1	5
O=C1COc2ccc(C(=O)COC(=O)c3sc4ccccc4c3Cl)cc2N1	-16	-18	-6	-7	-0.1	12	-2.1	1	32	-2	2
CN(CC(=O)NCc1ccccn1)S(=O)(=O)c1ccc(Cl)cc1	-18	-3	6	-1	0.2	1	-4.0	x	12	6	2
CC(C)N1CCC(N2CCN(C/C=C/c3ccc(F)cc3)CC2CCO)CC1 (configuration not stated)	-1	2	11	1	0.1	-24	1.0	4	18	-8	2
Cc1cc(N2C(=O)C3CC=CCC3C2=O)no1 (configuration not stated)	-8	3	-7	0	-0.2	-7	-3.8	-4	20	-1	3
CC1=C(C)C(=O)C(CCCCC#CCCCC#CCO)=C(C)C1=O	-9	-2	9	0	1.5	32	-0.7	x	10	4	6
O=C(NCc1cccnc1)c1cccc2c1C(=O)N(C1CCCCC1)C2	-5	x	-1	1	0.3	-10	-0.5	-3	20	1	24
CCCN(Cc1ccc(C)cc1)C(=O)c1ccc(CNS(=O)(=O)c2ccc(C(C)=O)cc2)cc1	-3	7	-5	-1	0.0	-86	3.7	-2	-217	0	-191
Cc1cc2cc(CN(CCCO)S(=O)(=O)c3cccc4nsnc34)c(=O)[nH]c2cc1C	-5	-3	0	2	-0.5	6	4.9	-7	5	-1	16

# Among those listed so far, five contain an aryl thioether with sulfur outside any ring.
structure	NR2E3 ag-1	Vif inh	PDI turbidity	NR2E3 ag-2	aDG glyco up	TRPM1 prom inh	iPSC survival up	CaV13 FRET inh	HIF-2a inh	Exocytosis inh	Peg3 prom inh
O=C(CSc1ncc(-c2ccc(F)cc2)n1Cc1ccco1)Nc1nccs1	-39	-9	1	3	1.1	-5	2.5	-4	19	2	25
CC(C)OC(=O)CSc1ncnc2c1cnn2-c1ccccc1	-9	-6	10	2	-0.1	-16	-3.4	-9	-7	-7	-40
CCCCNCc1ccc(SC)cc1	-12	5	-3	3	0.3	3	2.0	-5	1	4	7
O=C(CSc1nc2ccccc2c(=O)n1CCCO)Nc1ccc2c(c1)OCCO2	-12	6	-1	x	-0.1	-4	0.2	-2	-18	2	-16
O=C(CSc1nc2nccnc2c(=O)n1Cc1cccs1)Nc1ccccc1	6	0	0	0	0.0	-2	-0.7	-2	-8	-9	6

# Some entries already given with just HIF-2a inh:
compound,HIF-2a inh
c1ccc(-c2nc3c(ccc4ccccc43)[nH]2)nc1,-189
CCc1noc(C)c1C(=O)NNC(=O)COc1ccccc1C,2

# Other results
structure	NR2E3 ag-1	Vif inh	PDI turbidity	NR2E3 ag-2	aDG glyco up	TRPM1 prom inh	iPSC survival up	CaV13 FRET inh	HIF-2a inh	Exocytosis inh	Peg3 prom inh
Cc1ccc2oc(/N=C(\N)NC(=O)C(C)(C)C)nc2c1	91*	-2	8	3	0.1	72*	-0.8	-5	81*	0	82*
COCCNC(=O)c1cc2cc(Cl)cc(Cl)c2oc1=O	-20	-3	15	-3	0.1	-6	-0.4	-6	10	0	12
O=S(=O)(NC1CCN(Cc2ccccc2)CC1)c1cccc(S(=O)(=O)N2CCOCC2)c1	4	-5	1	-2	-0.2	-4	2.7	-4	15	-2	9
COc1cccc(C=Nc2ccc(N3CCOCC3)cc2)c1O	1	3	-4	-2	0.3	0	-0.7	18	11	14	9
COc1ccc(CN2C(=O)c3cccnc3C2=O)cc1S(=O)(=O)N1CCCCC1C (configuration not stated)	-10	-2	-5	-1	0.0	-7	0.6	-3	7	-1	4

# Assay outcomes (PubChem)
